Bioassay records deposited in PubChem by National Center for Advancing Translational Sciences (NCATS).
SW480 rereplic: DNA re-replication induction in SW480 cells. SW480 DNA re-replication, Hoechst DNA content imaging, 48 h. 340,000 compounds, 1.8% hits. AID 624297. Potency, µM (highest dose often 46.1 µM), without a hit: top-dose re-replication activation, most hits filed as activators; also: potency is read from the fitted curve at half-maximal effect; % of control where 0% means no effect; nearly all actives have a fitted effect of over 55% in size
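SW480 cells exposed to compounds for 48 hr at 37 C, 5% CO2, then Hoechst-stained 40 min. Nuclear DNA content imaged by fluorescence scanning (405 nm excitation, 500-530 nm emission); re-replication scored as increased high-intensity nuclei.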
HT1080-NT tox: kills 2HG-producing HT-1080-NT fibrosarcoma cells; HT-1080-NT fibrosarcoma viability, CellTiter-Glo ATP luminescence, 48 h; Potency, µM (highest dose often 46.1 µM), without a hit: at the top dose activity, negative = less viability, hits mostly cytotoxic; 360,000 compounds, 1.6% hits; AID 686970;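 also: NT is the 2HG producing partner of a matched IDH1 knockdown line; potency is read from the fitted curve at half-maximal effect; 0% = DMSO-treated cells and -100% = media-only wells without cells; nearly all actives have a fitted effect of over 55% in size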
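Compounds were tested in concentration-response format on HT-1080-NT cells for 48 hours at 37 degrees C. Cell viability came from CellTiter-Glo luminescence; curves were classified by r2, response magnitude and activity.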
IL-1B inflam inh: inhibitors of inflammasome signaling (IL-1 beta secretion) | activity change, % at 57.5 µM | 360,000 compounds, 4.7% hits | THP-1 LPS/ATP IL-1B secretion, AlphaLISA, 16 h; active compounds read low; in the data active = activity change below about -50%; inconclusive = mostly about -30% to -49%; also: % is scaled to controls: 0 for no effect and ±100 for the full control effect
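THP-1 cells pretreated 1 hr with compounds (up to 57.5 uM final), then stimulated with LPS (250 ng/mL final) plus ATP (1.25 mM final); secreted IL-1B measured by AlphaLISA after 16 hr, decreased signal indicating inhibition.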
HT1080 IDH1KD tx: HT-1080 IDH1 knockdown cell toxicity (counter line) | HT-1080 IDH1 knockdown viability, ATP luminescence, 48 h | Potency, µM (series often up to 46.1 µM), inactives show at the highest dose activity, negative = toxicity, actives largely listed as cytotoxic | 360,000 compounds, 2% hits | AID 686971;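 also: potency is read from the fitted curve at half-maximal effect; 0% = DMSO wells and -100% = cell-free medium wells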
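% activity derives from luminescence (CellTiter-Glo), normalised to DMSO and no-cell wells. HT-1080-IDH1KD cells, 750/well, had 48 h compound exposure at 37 °C.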
HEK293 tox: cytotoxicity in counter-screen for GLP-1R inverse agonists | HEK293 cAMP-luciferase reporter cells, luminescence, 24 h | Potency, µM (titrated, usually from 38.3 µM), for the others: at the top dose activity change, negative = inhibition, actives largely listed as inhibitors | 410,000 compounds, 0.13% hits | AID 624418;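 also: loss of luciferase light is scored as toxicity; potency is read from the fitted curve at half-maximal effect; % is scaled to controls: 0 for no effect and ±100 for the full control effect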
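Cells in DMEM/10% Nu serum/1% pen-strep, 1536-well format. Pre-incubated 12 h, dosed with 23 nL compound, incubated a further 24 h. Luciferase detection, 12 min at room temp, luminescence.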
D3 ag: D3 dopamine receptor (human) agonism; P35462; D3R DiscoveRx beta-arrestin cells, luminescence, 90 min; max activation, %; 410,000 compounds, 0.58% hits; AID 652048; in the data active = max activation above about 30%; also: 0% is about no effect; mostly tested at two doses, the higher about 12 µM
Target sequence (P35462 whole entry, looked up): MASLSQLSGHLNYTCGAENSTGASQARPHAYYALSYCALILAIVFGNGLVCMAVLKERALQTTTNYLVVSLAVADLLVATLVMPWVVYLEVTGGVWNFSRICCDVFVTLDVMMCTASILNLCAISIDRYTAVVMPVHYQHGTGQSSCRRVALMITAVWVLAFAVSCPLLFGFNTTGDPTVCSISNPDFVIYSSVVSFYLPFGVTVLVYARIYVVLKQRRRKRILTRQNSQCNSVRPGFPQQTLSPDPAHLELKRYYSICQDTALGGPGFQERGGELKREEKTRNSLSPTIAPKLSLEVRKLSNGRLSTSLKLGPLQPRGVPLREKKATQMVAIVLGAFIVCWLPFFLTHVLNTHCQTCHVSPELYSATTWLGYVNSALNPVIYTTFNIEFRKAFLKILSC
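Cells at 1500/well, incubated overnight, then treated with pinned compounds (dopamine as control) for 90 min at 37 degrees C. DiscoveRx reagent added for 30 - 60 minutes at room temperature; luminescence read.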
KB-3-1 tox: KB-3-1 parental cell cytotoxicity; KB-3-1 viability, CellTiter-Glo ATP luminescence, 72 h; Potency, µM (series often up to 46.1 µM), for inactives: top-dose activity change, negative = cytotoxic, most hits filed as cytotoxic; 400,000 compounds, 1.4% hits; AID 1347075; also: potency is read from the fitted curve at half-maximal effect; % is scaled to controls: 0 for no effect and ±100 for the full control effect; nearly all actives have a fitted effect of over 60% in size
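Cells are dispensed, compounds pinned in, plates held at 37 °C for 72 h, then CellTiter-Glo is added and luminescence read after 10 minutes. Cell line: parental KB-3-1 in phenol-red-free DMEM, 10% FBS.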
MCF10A rereplic: DNA re-replication induction in MCF 10a cells; Potency, µM (highest dose often 46.1 µM), for the others: top-dose activity, positive = re-replication, usual class: activators; MCF 10A DNA re-replication, Hoechst nuclear intensity, 48 h; AID 624296; 350,000 compounds, 2.9% hits; also: potency is read from the fitted curve at half-maximal effect; % of control where 0% means no effect; nearly all actives have a fitted effect of over 50% in size
KB-V1 cytotox: kills drug-selected multidrug resistant KB-V1 cells | Potency, µM (doses to about 46.1 µM), without a hit: at the top dose activity change, negative = cytotoxicity, actives largely listed as cytotoxic | AID 1347076 | KB-V1 MDR cells viability, CellTiter-Glo, 72 h | 400,000 compounds, 3.4% hits; also: potency is read from the fitted curve at half-maximal effect; % is scaled to controls: 0 for no effect and ±100 for the full control effect; nearly all actives have a fitted effect of over 60% in size
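Cytotoxicity via CellTiter-Glo luminescence after 72 h compound exposure at 37 degrees C. Cells: drug-selected KB-V1 line, DMEM phenol-red free plus 10% FBS. Compounds tested at multiple concentrations; normalized data fitted to concentration-effect curves.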
* = called active by the depositor; i = inactive; ? = inconclusive; nt = not tested or not shown; [ ] = remark or other dose. Unless noted, calls follow the shape of the dose curve; as a rule, active = well fitted curve in the direction sought with a large enough effect; inconclusive = small, poorly fitted or top-dose-only effect, or another doubt; inactive = no such curve, though single readings can be large; an effect the other way counts as inactive or inconclusive.

SMILES	SW480 rereplic	HT1080-NT tox	IL-1B inflam inh	HT1080 IDH1KD tx	HEK293 tox	D3 ag	KB-3-1 tox	MCF10A rereplic	KB-V1 cytotox
COC(=O)Cc1ccc(NC(=S)Nc2ccc(N3CCOCC3)cc2)cc1	-7.0%	13.9%	21.7	12.4%	-2.9%	-2.6	6.0%	-3.3%	-1.3%
CC(=O)Nc1ccc(S(=O)(=O)N(C)c2ccccc2)cc1	-1.9%	11.2%	21.4	-8.1%	-10.7%	9.2	?	-6.3%	?
O=C1CC(=O)C(n2cncn2)C(c2c(F)cccc2Cl)C1 (stereo not drawn)	-4.6%	1.2%	-11.3	7.3%	0.8%	0.6	-13.1%	0.6%	-1.7%
CC(=O)c1c(C)[nH]c(C(=O)OCC(=O)NCCC(C)C)c1C	9.7%	-18.5%	17.3	?	?	-15.9	?	1.8%	?
CC1(C)NC(=O)N(CCCSc2ccc(Cl)cc2)C1=O	-12.4%	-22.1%	-7.2	-24.5%	3.3%	2.5	-4.5%	-11.0%	-15.4%
CCOC(=O)c1c(S(=O)(=O)Nc2ccc(F)cc2C)c(C)n(C)c1C	-25.3%	5.0%	3.1	1.0%	0.2%	0.4	12.9%	0.3%	?
Cn1nnnc1SCc1nnc(-c2ccc(F)cc2)o1	0.8%	10.6%	1.7	15.2%	7.0%	-3.9	-4.2%	-17.3%	-2.4%
COc1ccccc1Nc1nnc(SCc2cc(=O)n3cc(C)ccc3n2)s1	-6.2%	-4.9%	-7.5	-0.7%	-14.7%	4.7	1.1%	?	0.0%
c1ccc(C2=Nc3cccnc3C(c3ccccc3)=NN2)cc1	-4.9%[1.84 µM]	25.8%	-14.3	13.8%	-5.8%	12.2	11.0%	?	-0.6%
CCn1c(SCC(=O)Nc2cc(C)on2)nc2c([nH]c3ccccc32)c1=O	-0.2%	-5.5%	i	-13.3%	5.9%	2.1	5.0%	?	?
CCC(=O)NC(=S)Nc1ccc(NC(=O)COc2ccc([N+](=O)[O-])cc2)cc1	0.3%	-9.4%	-13.9	-5.4%	-18.1%	-1.9	-2.8%	-0.6%	-19.9%
O=C(Nc1cnn(Cc2ccccc2)c1)NC12CC3CC(CC(C3)C1)C2	-9.4%	-11.3%	-1.8	-18.1%	-16.8%	-4.4	1.9%	29.2%	-10.7%
Cc1onc(-c2c(F)cccc2Cl)c1C(=O)OCC(=O)c1c[nH]c2ccccc12	-6.5%	?	-52.2*	?	-0.6%	-3.6	-3.2%	-5.5%	-21.0%
CC(=O)c1cc(-c2ccccc2)n(CCC(=O)NC(C)(C)C)c1C	-17.8%	8.8%	58.3	0.8%	-5.3%	-4.4	0.9%	-4.7%	-14.8%
COc1ccc(NC(=O)c2nc[nH]c2C(=O)Nc2ccccc2C)cc1	18.4µM*	?	11.8	?	-24.9%	6.4	5.8µM*	?	?
CCc1nc(C)cn1S(=O)(=O)c1cc(F)ccc1OC	-3.4%	-0.9%	-20.2	6.7%	-11.3%	2.8	8.2%	-10.9%	15.6%
O=C(Nc1ccc(F)cc1)c1cc(S(=O)(=O)N2CCCCC2)cs1	9.8%	-1.0%	3.4	-15.2%	-23.5%	0.8	?	-178.0%[0.0737 µM]	?
CCCC(=O)Nc1ccc(-c2cnc(-c3ccc(NC(=O)CCC)cc3)nc2)cc1	?	2.1%	-2.1	9.4%	-8.2%	6.0	-16.1%	-2.0%	-1.9%
O=C(/C=C/c1ccccc1[N+](=O)[O-])NCCCN1CCCC1=O	-3.7%	20.2%	-5.6	14.9%	-7.7%	1.3	-2.1%	2.5%	-9.6%
COCCNS(=O)(=O)c1ccc(C2CNC(=O)C2)cc1 (stereo not drawn)	0.8%	6.4%	-0.5	7.0%	8.9%	2.8	4.9%	-1.2%	26.5%
O=c1nc(-c2ccccc2Cl)c2cc(F)ccc2[nH]1	-11.9%	-15.4%	0.6	-11.3%	15.1%	4.9	1.4%	2.6%	4.4%
c1ccc(-c2noc(-c3cccc4ccccc34)n2)nc1	-6.0%	-8.1%	-0.1	-25.5%	-1.9%	0.0	7.8%	-0.4%	?
COc1cc(NC(=O)COC(=O)CC2CC3CCC2C3)cc(OC)c1 (stereo not drawn)	-9.7%	-0.3%	27.7	-1.8%	-5.6%	-2.1	14.7%	0.8%	3.2%
Cc1cccc(OCC2=N/C(=C\N(C)C)C(=O)O2)c1	1.5%	-2.5%	13.2	10.6%	-6.2%	6.5	0.0%	-0.5%	0.0%
CC(=O)c1sc(NC(=O)c2cccc3ccccc23)nc1C	0.1%	-5.5%	5.2	-5.2%	17.0%	0.0	14.2%	-22.1%	6.4%
O=C(COc1nc2ccccc2nc1N1CCOCC1)NCC(F)(F)F	-0.3%	15.3%	0.9	19.0%	2.0%	2.2	?	-6.8%	2.5%
CCN(CC)S(=O)(=O)c1ccc(OC)c(NC(=O)c2ccc3c(c2)OCO3)c1	-2.9%	-6.9%	?	0.0%	-8.7%	1.2	14.9%	-4.7%	-23.2%
Cn1c(SCC(=O)NC(=O)NCc2ccco2)nnc1-c1ccccc1	7.6%	9.8%	0.0	14.4%	-4.0%	2.6	15.7%	-2.1%	-15.9%
N#CCOc1ccccc1P(=O)(c1ccccc1)c1ccccc1	-8.2%	-1.7%	-3.2	-7.5%	1.8%	0.2	5.4%	-2.7%	-3.3%
CCOC(=O)N[C@H](Cc1c[nH]c2ccccc12)C(=O)NC1CC1	-4.1%	2.3%	-5.7	1.2%	5.8%	3.1	6.3%	-0.4%	24.3%
CCOc1ccc(-n2c(SCC(=O)Nc3ccc4c(c3)OCO4)nc3ccccc3c2=O)cc1	1.5%[9.22 µM]	-4.3%	-3.2	0.0%	24.5%	2.6	24.7%	-11.8%	3.7%
O=C1CNC(=S)N1CCCn1ccnc1	-2.5%	6.5%	22.7	-0.7%	-5.9%	-10.7	-0.7%	-3.3%	?
Cc1nc2c(nnn2Cc2ccccc2)c(=O)n1-c1ccccc1	-0.3%	-6.4%	6.4	-0.5%	-13.0%	-1.9	-2.3%	0.4%	?
Cc1noc(C)c1CSCC(=O)OCC(=O)NC1CCCCC1	1.1%	3.7%	-7.5	10.0%	-9.8%	-0.5	?	-0.9%	-4.5%
COc1ccc(S(=O)(=O)N2CCc3ccccc32)cc1C(=O)NCc1ccco1	11.7%	-21.5%	-4.6	1.3%	3.1%	-1.6	-4.3%	4.2%	?
CCC(O)c1nc2ccccc2n1CCc1ccccc1 (stereo not drawn)	1.3%	9.3%	-3.8	-3.6%	0.2%	-6.2	-0.7%	-1.9%	0.0%
O=C(Nc1ccc(Br)cc1)c1cccnc1N1CCOCC1	2.6%	-0.4%	13.6	6.6%	-3.2%	2.7	-17.2%	-1.9%	?
CN(C)CCN(Cc1ccccc1)C(=O)c1[nH]c(C(F)(F)F)nc1-c1ccccc1	nt	-1.6%	4.5	4.0%	2.4%	38.6*	-4.4%	nt	-0.3%
O=C1NC(Cc2ccccc2)c2nc3ccc(F)cc3c(=O)n2-c2cc3ccccc3cc21 (stereo not drawn)	nt	5.8µM*	-22.3	5.8µM*	-27.7%	1.6	?	nt	20.6µM*
O=C(CN1C(=O)c2cccc3cccc1c23)N1CCc2ccccc2C1	-1.4%	-12.2%	-13.8	-22.7%	54.1%[activator]	-3.7	-8.8%	-5.2%	-17.4%
CC1(C(=O)NS(=O)(=O)c2cccc(OC(F)F)c2)CCN1C(=O)C/C=C/c1ccccc1 (stereo not drawn)	nt	-1.5%	19.9	-2.5%	-9.3%	10.5	0.0%	nt	1.7%
O=C(NCCC(=O)N1CCCC(C(F)(F)F)C1)c1ccc(Br)cc1 (stereo not drawn)	-2.8%	3.1%	3.1	-9.2%	-11.5%	-8.1	0.0%	9.7%	?
Cc1ccc(NC(=O)Nc2nnc([C@@H]3C[C@H](O)[C@@H](CO)O3)s2)cc1	nt	21.1%	-7.3	11.7%	-3.3%	0.3	0.0%	nt	5.4%
O=C(NCCCc1nc2ccccc2n1Cc1ccccc1Cl)c1ccco1	nt	nt	nt	nt	-5.9%	5.0	-29.0%	nt	?
CC(C)N(Cc1nc(-c2ccccc2)no1)C(=O)C1CCCCC1	-1.5%	-4.2%	9.3	10.2%	-10.9%	19.6	?	2.8%	-28.3%
Cn1c(SCc2ccccc2)nnc1-c1cnccn1	-6.0%	3.4%	-21.2	-24.6%	-0.9%	-22.7	-1.1%	-0.7%	?
COc1cccc(C(=O)NCc2ccc3c(c2)CCN3C(=O)c2ccncc2)c1	nt	nt	nt	nt	-5.1%	-3.3	4.3%	nt	25.8%
CN(CC(=O)NCCc1ccc(S(N)(=O)=O)cc1)CC(=O)Nc1ccc(Cl)c(C(F)(F)F)c1	2.7%	0.5%	?	-9.7%	4.9%	-0.2	16.4µM*	12.4%	-12.3%
Cc1ccc(S(=O)(=O)Nc2ccc(F)cc2)cc1C(=O)N1CCOCC1	-4.6%	5.0%	11.7	5.4%	-1.6%	-3.0	0.0%	5.0%	-6.1%
CC(=O)Nc1ccc(NC(=O)CSc2nnc(NC(=O)C3CC(=O)N(c4ccccc4)C3)s2)cc1 (stereo not drawn)	-5.6%	-3.1%	0.0	-8.5%	0.4%	3.2	5.2%	-2.7%	7.7%
Cc1cc(N(C)C(=O)c2ccc3c(c2)S(=O)(=O)c2cc(Cl)ccc2C3=O)c(C(F)(F)F)o1	-52.3%[inhibitor]	9.7%	9.0	5.9%	-6.4%	0.5	22.8%	4.6%	26.4%

Quoted from the listing.
In SW480 rereplic, `CN(CC(=O)NCCc1ccc(S(N)(=O)=O)cc1)CC(=O)Nc1ccc(Cl)c(C(F)(F)F)c1` shows 2.7%
In HT1080 IDH1KD tx, `CN(C)CCN(Cc1ccccc1)C(=O)c1[nH]c(C(F)(F)F)nc1-c1ccccc1` shows 4.0%
